# Nrf2 inh = Nrf2 qHTS screen for inhibitors | A549 ARE-Fluc reporter, luciferase luminescence, 18-24 h | Potency, µM (top dose mostly 46 µM), inactives show at the highest dose activity change, negative = inhibition, actives largely listed as inhibitors | 360,000 compounds, 2.1% hits | AID 504444, 2011; note: potency is the fitted concentration of half-maximal effect; % is set by controls: 0 for no effect and ±100 for the full control effect; nearly all actives have a fitted effect of over 60% in size
#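 Concentration-response testing used A549 ARE_Fluc cells at 5000 cells/well. Following an 18-24 h compound incubation, viability was read by fluorescence (Ex 405/Em 525) and luciferase output by luminescence.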
# TGFb SMAD3 inh = qHTS for Inhibitors of TGF-b | Potency, µM (titrated, usually from 46.1 µM), without a hit: at the highest dose activity, negative = inhibition, usual class: inhibitors | AID 588855, 2011 | HepG2 CAGA-GFP TGF-b/SMAD3 reporter, GFP fluorescence, 18 h; TGF-beta stimulated, 500 pg/mL final | 410,000 compounds, 1.2% hits; note: potency is the fitted concentration of half-maximal effect; % is set by controls: 0 for no effect and ±100 for the full control effect; nearly all actives have a fitted effect of over 65% in size
#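 HEPG2 CAGA-GFP cells (1000/well, DMEM with 1% FBS) were pre-incubated 2 h at 37 degrees C, given compound by pin tool, then stimulated with TGF-beta at 500 pg/mL final for 18 h before per-cell GFP fluorescence imaging.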
# ATXN viability = Viability Counterscreen for Primary qHTS for Inhibitors of ATXN expression; S2 cells (HEK-293 line with an ATXN2-luciferase reporter) viability, CellTiter-Fluor protease fluorescence, 24 h; Potency, µM (titrated, usually from 56.7 µM), actives largely listed as cytotoxic; 400,000 compounds, 0.49% hits; AID 651635, 2014; note: potency is the fitted concentration of half-maximal effect; nearly all actives have a fitted effect of over 40% in size
# EPAC2 ag = qHTS for Agonist of cAMP-regulated guanine nucleotide exchange factor 4 (EPAC2): primary screen; EPAC2 activation, biochemical qHTS; response scale: 100% = 6.5 mM cAMP response; Potency, µM (highest dose often 154 µM), for the others: at the highest dose activation, actives largely listed as activators; AID 720711, 2013; 360,000 compounds, 0.079% hits; Rap guanine nucleotide exchange factor 4 (Homo sapiens), Q8WZA2; note: potency is the fitted concentration of half-maximal effect; nearly all actives have a fitted effect of over 50% in size
# Target sequence (Q8WZA2 whole entry, looked up): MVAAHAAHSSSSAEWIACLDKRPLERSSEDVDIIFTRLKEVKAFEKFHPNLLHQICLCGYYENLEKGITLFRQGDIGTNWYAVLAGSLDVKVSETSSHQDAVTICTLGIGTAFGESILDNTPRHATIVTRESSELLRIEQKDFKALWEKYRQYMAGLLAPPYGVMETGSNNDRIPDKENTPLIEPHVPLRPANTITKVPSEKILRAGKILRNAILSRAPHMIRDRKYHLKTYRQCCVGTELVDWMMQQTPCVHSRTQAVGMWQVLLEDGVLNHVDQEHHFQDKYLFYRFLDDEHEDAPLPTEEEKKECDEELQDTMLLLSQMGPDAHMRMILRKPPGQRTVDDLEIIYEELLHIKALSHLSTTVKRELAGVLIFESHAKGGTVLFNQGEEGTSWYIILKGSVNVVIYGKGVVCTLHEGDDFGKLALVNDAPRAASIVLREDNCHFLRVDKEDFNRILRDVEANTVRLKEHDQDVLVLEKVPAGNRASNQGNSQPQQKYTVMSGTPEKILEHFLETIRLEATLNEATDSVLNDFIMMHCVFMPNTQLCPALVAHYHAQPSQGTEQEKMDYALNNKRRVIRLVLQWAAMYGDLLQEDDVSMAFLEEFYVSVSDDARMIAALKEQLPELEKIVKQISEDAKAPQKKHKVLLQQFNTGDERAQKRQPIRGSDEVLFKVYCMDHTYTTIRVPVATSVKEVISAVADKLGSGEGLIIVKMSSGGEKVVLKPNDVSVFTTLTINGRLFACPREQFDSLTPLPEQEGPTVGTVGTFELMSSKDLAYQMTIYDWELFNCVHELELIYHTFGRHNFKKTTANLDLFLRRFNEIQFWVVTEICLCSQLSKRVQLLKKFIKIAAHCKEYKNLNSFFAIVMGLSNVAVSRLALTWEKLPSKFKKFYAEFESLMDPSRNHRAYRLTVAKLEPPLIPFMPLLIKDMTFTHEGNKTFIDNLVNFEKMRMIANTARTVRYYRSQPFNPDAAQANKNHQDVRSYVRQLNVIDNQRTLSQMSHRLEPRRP
#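 Readout is BODIPY fluorescence (480 nm excitation, 540 nm emission), which falls as labeled GDP is exchanged off Rap1B. EPAC2 at 100 nM acted on 250 nM RAP1B-BODIPY-GDP with 50 uM GDP present.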
# IL2 activator = qHTS of IL-2 Activators. 360,000 compounds, 0.065% hits. IL-2 activation reporter assay, cell-based qHTS; stimulated with anti-CD3/CD4/CD28 beads; in transgenic mouse T cells. activation, % (series mostly up to about 46 µM); in the data active = activation above about 50%; inconclusive = mostly about 30% to 49%; note: 0% is about no effect
#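 First, unstimulated transgenic mouse T cells were exposed to compound for 60 min. Next, anti-CD3/anti-CD4-coated beads with anti-CD28 were added. Finally, after 18 h at 37 degrees C, EGFP and DsRed were imaged.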
# Nrf2 activator = qHTS of Nrf2 Activators | AREc32 ARE-luciferase reporter (MCF7-derived line), luminescence, 24 h | Potency, µM (series often up to 46.1 µM), for inactives: top-dose activation, usual class: activators | 410,000 compounds, 0.31% hits; note: potency is the fitted concentration of half-maximal effect; % of control where 0% means no effect; nearly all actives have a fitted effect of over 65% in size
#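 AREc32_Fluc, 1000 cells/well, OPTI-MEM + 5% FBS, o/n 37 deg C 5% CO2; 23 nL cpd by pin tool, 24 hr; Steady-Glo 30 min RT, luminescence.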
# ATXN2 expr inh = Primary qHTS for Inhibitors of ATXN expression. AID 1745845, 2022. HEK-293 ATXN2-luciferase reporter, luminescence, 24 h. 360,000 compounds, 0.72% hits. Potency, µM (titrated, usually from 57 µM), without a hit: top-dose activity change, negative = inhibition, hits mostly inhibitors; note: potency is the fitted concentration of half-maximal effect; % is set by controls: 0 for no effect and ±100 for the full control effect; nearly all actives have a fitted effect of over 55% in size
#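 ATXN2-luciferase reporter cells (luciferase flanked by upstream and downstream ATXN2 gene portions) were treated 24 h at 37 °C with compounds at up to 57 uM. SteadyGlo luminescence gave expression; GF-AFC fluorescence gave viability.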
# A549 viability = Nrf2 qHTS screen for inhibitors: counterscreen for cytotoxicity. A549 ARE-Fluc cells, CellTiter-Fluor viability, 18-24 h. Potency, µM (titrated, usually from 46 µM), without a hit: at the highest dose activity change, negative = cytotoxicity, hits mostly inhibitors. 390,000 compounds, 0.16% hits; note: potency is the fitted concentration of half-maximal effect; % is set by controls: 0 for no effect and ±100 for the full control effect
#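 Cytotoxicity counterscreen: CellTiter-Fluor fluorescence was measured in A549 ARE_Fluc cells after 18-24 h of compound exposure in a concentration series. The subsequent BugLite luminescent read reports ARE-luciferase activity.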
# HepG2 viability = qHTS for Inhibitors of TGF-b: Cytotox Counterscreen; AID 588856, 2011; 410,000 compounds, 0.76% hits; HepG2 CAGA-GFP viability, ATP luminescence, 18 h; Potency, µM (highest dose often 46.1 µM), for inactives: at the highest dose activity change, negative = cytotoxicity, actives largely listed as cytotoxic; note: potency is the fitted concentration of half-maximal effect; some results filed as inactive show a strong effect at the top dose
#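 HepG2 CAGA-GFP cells (1000/well, DMEM with 1% FBS) received compound, then TGF-beta at 500 pg/mL final, and were incubated 18 hours at 37 degrees C. Viability was read by CellTiter-Glo luminescence. Media-only wells were set as complete cell-killing and DMSO as no toxicity.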
# Starred values were filed as active, the others as inactive; i = inactive; u = inconclusive; x = not tested or not shown; [ ] = another dose, or the depositor's remark. Unless noted, calls come from the whole dose curve; as a rule, active = well fitted curve in the direction sought with a large enough effect; inconclusive = small, poorly fitted or top-dose-only effect, or another doubt; inactive = no such curve, though single readings can be large; an effect the other way counts as inactive or inconclusive.
# Every second line gives: Nrf2 inh | TGFb SMAD3 inh | ATXN viability | EPAC2 ag | IL2 activator | Nrf2 activator | ATXN2 expr inh | A549 viability | HepG2 viability
- CC(C)c1ccc(NC(=O)C2CCCN2S(=O)(=O)c2ccccc2F)cc1 (centres undefined)
→ -10% | -17% | i | 21% | -2.9 | 1.9% | 0% | -2% | -17%
- COc1ccccc1NS(=O)(=O)c1ccc2oc(=S)[nH]c2c1
→ -4% | 2% | i | 3% | -0.7 | 0.0% | 8% | -4% | -6%
- Cc1ccc(S(=O)(=O)N2CCN(C(=O)CC(C)n3cncn3)CC2)cc1 (centres undefined)
→ -8% | -4% | i | 6% | -1.6 | -0.4% | -13% | 6% | -15%
- COc1ccc(-c2nc3ccccn3c2/N=C/c2ccc(OC)c(OC)c2)cc1O
→ -5% | -7% | i | 5% | 2.7 | 3.3% | 19% | 4% | -14%
- COc1cccc(NC(=O)Cn2cc(S(=O)(=O)N3CCCC3)c(S(=O)(=O)N3CCCC3)c2)c1
→ u | -28% | i | x | x | 1.4% | -5% | 1% | 7%
- COc1ccc(OC)c(C(C)NC(C)=O)c1 (centres undefined)
→ 1% | -4% | i | 9% | 0.2 | 0.0% | 3% | x | 4%
- CCCC(c1nnnn1C(C)(C)CC)N(CCCO)Cc1cc2cc(C)cc(C)c2[nH]c1=O (centres undefined)
→ x | u | i | 11% | -0.2 | 2.4% | -3% | u | 19%
- CCN(CC)c1ccc(C(=O)NNC(=O)CCc2nc3ccccc3c(=O)[nH]2)cc1
→ u | 5% | i | -3% | -0.3 | 0.1% | -3% | 0% | -1%
- CCOc1ccc(C(=O)NCCc2sc(-c3ccc(F)cc3)nc2C)cc1
→ x | -9% | u | x | x | 3.9% | -16% | 0% | -23%
- CN(C(=O)c1ccc(NC(=O)Cc2ccc(NC(=O)C3CCCN(S(=O)(=O)c4cccc([N+](=O)[O-])c4)C3)cc2)cc1)C1CCCC1 (centres undefined)
→ -19% | u | i | 7% | -0.4 | 3.2% | -2% | 1% | -7%
- OC(COCc1ccccc1)COCc1ccccc1
→ 1% | -1% | i | 2% | -0.2 | 3.4% | -1% | 4% | -8%
- COc1ccc(S(=O)(=O)N(C)[C@H]2C[C@H]3c4cc(N5CCN(C)CC5)ccc4CCN3C(=O)[C@H]2[C@H](C)O)cc1
→ x | 2% | u | 14% | 1.0 | 3.6% | 8% | x | -4%
- COc1cccc(CNc2nc3c(-c4cccc(C)c4)nnn3c3ccccc23)c1
→ 10% | 26% | i | x | x | 1.1% | 38%[activator] | 9% | 5%
- O=C(NC1CCCC1)c1cccc(S(=O)(=O)N2CCCC2)c1
→ 5% | 18% | i | 8% | 0.9 | -0.7% | -8% | -4% | 1%
- Nc1nc(Nc2cccc(C(F)(F)F)c2)sc1C(=O)c1ccccc1
→ x | -2% | x | x | x | 12% | x | 3% | -1%
- CC(C)(C)C(=O)NC(C(N)=O)=C(Cl)Cl
→ 3% | -4% | i | 3% | -1.7 | 4.6% | 10% | -2% | 2%
- COc1ccc(-c2nc(CS(=O)CC(=O)NCc3ccc(F)cc3)c(C)o2)cc1OC (centres undefined)
→ -2% | u | x | x | x | 5.3% | x | -13% | -24%
- c1cncc(-c2nc3ccccc3s2)c1
→ u | 2% | i | 8% | -1.0 | 0.3% | 17% | 11% | -18%
- Cc1cc(=O)oc2c(N)c(O)ccc12
→ 14% | 1% | i | 2% | 0.6 | 15% | 14% | 7% | -2%
- COC(=O)Cn1c(C)nc2ccccc21
→ 2% | 23% | i | 5% | -0.2 | -0.7% | 2% | 1% | 6%
- COc1cccc(C2C(=O)N(C3CCCCC3)CC(=O)N2CCc2ccc(OC)c(OC)c2)c1 (centres undefined)
→ x | 0% | x | x | x | 3.1% | x | -2% | -19%
- CCOC(=O)C1CCN(C(=O)c2ccc3c(c2)N=C(CC)c2cc(C)ccc2S3)CC1
→ -9% | 10µM* | i | x | x | 0.9% | -28% | 3% | -21%
- O=C(NCc1ccccc1)c1ccc(S(=O)(=O)N2CCCC2)cc1
→ 0% | -22% | i | -4% | -2.6 | 0.2% | 2% | -2% | -3%
- O=c1c2c3c(sc2n(CCN2CCCCC2)c(=O)n1Cc1ccco1)CCCCC3
→ x | 19% | u | 1% | -3.2 | -1.4% | u | 19% | -25%
- CCCCC(C(=O)O)C(C)CC(=O)Nc1ccn(-c2ccccc2)n1 (centres undefined)
→ u | 16% | i | -5% | -0.1 | 0.0% | 2% | -4% | -5%
- Cn1c(CC(=O)Nc2ccccc2)nnc1SCC(=O)Nc1ccc(N2CCOCC2)cc1
→ u | 9% | i | 7% | -0.3 | 0.2% | 15% | 6% | -6%
- CSc1cccc(NS(=O)(=O)c2ccc3c(c2)NC(=O)C(C)C(=O)N3)c1 (centres undefined)
→ -18% | 2% | i | 19% | 0.4 | 0.2% | -3% | 4% | -2%
- COc1ccc2nc(C)cc(Nc3ccc(C(=O)O)cc3)c2c1
→ 9% | -3% | i | 1% | 7.3 | -0.6% | x | -1% | -5%
- Cc1ccc(S(=O)(=O)N2[C@@H](c3ccc4c(c3)OCO4)C(C(=O)O)=C[C@H]2CC2CCCC2)cc1
→ -25% | -30% | i | 3% | -0.2 | 4.8% | 4% | -2% | -13%
- O=C(COC(=O)CN1C(=O)c2ccccc2C1=O)Nc1ccccc1
→ 1% | 5% | i | 2% | -1.3 | -0.1% | 6% | 10% | 9%

# Of the compounds above, two have an aryl thioether with sulfur outside any ring.
# Every second line gives: Nrf2 inh | TGFb SMAD3 inh | ATXN viability | EPAC2 ag | IL2 activator | Nrf2 activator | ATXN2 expr inh | A549 viability | HepG2 viability
- Cn1c(CC(=O)Nc2ccccc2)nnc1SCC(=O)Nc1ccc(N2CCOCC2)cc1
→ u | 9% | i | 7% | -0.3 | 0.2% | 15% | 6% | -6%
- CSc1cccc(NS(=O)(=O)c2ccc3c(c2)NC(=O)C(C)C(=O)N3)c1 (centres undefined)
→ -18% | 2% | i | 19% | 0.4 | 0.2% | -3% | 4% | -2%

# Structures above marked active in TGFb SMAD3 inh:
canonical_smiles	TGFb SMAD3 inh	EPAC2 ag	IL2 activator	Nrf2 activator
CCOC(=O)C1CCN(C(=O)c2ccc3c(c2)N=C(CC)c2cc(C)ccc2S3)CC1	10µM*	x	x	0.9%

# New compounds follow:
# Every second line gives: Nrf2 inh | TGFb SMAD3 inh | ATXN viability | EPAC2 ag | IL2 activator | Nrf2 activator | ATXN2 expr inh | A549 viability | HepG2 viability
- COCc1c(C(=O)NCCOc2ccc(Cl)cc2)oc2ccccc12
→ 3% | -22% | i | 18% | -0.8 | 2.4% | x | 1% | -27%
- COc1ccc(CNC(=O)C(=O)NCC(c2ccco2)S(=O)(=O)c2ccc(C)cc2)cc1 (centres undefined)
→ x | 13% | x | x | x | -0.1% | x | 0% | -22%
- N#C/C(=C\Nc1ccc2c(c1)OCCO2)c1nc2ccccc2[nH]1
→ u | u | i | 10% | -3.6 | 4.3% | 7% | -25% | -16%
- COc1cccc(C2C(C(=O)OC(C)C)=C(C)Nc3ncnn32)c1 (centres undefined)
→ -16% | -20% | i | 10% | -1.0 | -0.3% | 1% | x | -9%
- COC(=O)/C(C#N)=C/c1ccc(-c2ccc(S(N)(=O)=O)cc2)o1
→ -6% | u | i | -7% | 0.5 | 0.2% | 1% | -3% | -25%
- Cc1ccccc1-c1ccc2c(c1)O[C@H](CN(C)C(=O)C1CC1)[C@@H](C)CN([C@@H](C)CO)S2(=O)=O
→ x | -13% | i | 2% | -3.6 | 0.2% | -26% | x | 2%
- CC1=CC(=C(C#N)c2nc3ccccc3s2)C=C(C)N1CC1CCCO1 (centres undefined)
→ 2% | -3% | x | 3% | -6.0 | 6.3% | 15% | -21% | -7%
- CN(CC(=O)Nc1ccccc1Cl)C(=O)COC(=O)c1cc([N+](=O)[O-])ccc1N1CCOCC1
→ 0% | -2% | i | 14% | 0.5 | 1.2% | 2% | -10% | -23%
- O=C(CN1C(=O)NC2(CCc3ccccc32)C1=O)NCCc1ccccc1 (centres undefined)
→ 13% | -19% | i | 6% | 1.0 | -0.5% | 2% | 0% | 6%
- Cc1ccc(S(=O)(=O)c2cnc(SCC(=O)Nc3ccc4c(c3)OCCO4)[nH]c2=O)cc1C
→ 11% | 8% | i | x | x | 0.1% | -2% | 2% | -12%
- O=C(CS(=O)c1ccc(C(F)(F)F)cc1[N+](=O)[O-])Oc1ccccc1 (centres undefined)
→ u | u | u | 17% | -0.8 | u | u | -10% | 3.5µM*
- Cc1cccc(NC(=S)N2CCN(c3ccccn3)CC2)c1
→ 7% | -16% | i | 3% | -0.4 | 2.9% | x | 0% | 0%

# Some of these compounds in order of the TGFb SMAD3 inh value, lowest first:
molecule | TGFb SMAD3 inh | EPAC2 ag | IL2 activator | Nrf2 activator
COc1cccc(NC(=O)Cn2cc(S(=O)(=O)N3CCCC3)c(S(=O)(=O)N3CCCC3)c2)c1 | -28% | x | x | 1.4%
Cc1ccccc1-c1ccc2c(c1)O[C@H](CN(C)C(=O)C1CC1)[C@@H](C)CN([C@@H](C)CO)S2(=O)=O | -13% | 2% | -3.6 | 0.2%
CCOc1ccc(C(=O)NCCc2sc(-c3ccc(F)cc3)nc2C)cc1 | -9% | x | x | 3.9%
COc1ccc(-c2nc3ccccn3c2/N=C/c2ccc(OC)c(OC)c2)cc1O | -7% | 5% | 2.7 | 3.3%
c1cncc(-c2nc3ccccc3s2)c1 | 2% | 8% | -1.0 | 0.3%
O=c1c2c3c(sc2n(CCN2CCCCC2)c(=O)n1Cc1ccco1)CCCCC3 | 19% | 1% | -3.2 | -1.4%
COC(=O)Cn1c(C)nc2ccccc21 | 23% | 5% | -0.2 | -0.7%
